# High-throughput results: PubChem BioAssay, several laboratories
# Myeloid diff MLP – promotes myeloid progenitor differentiation. ER-HoxA9 myeloid progenitors, lysozyme-GFP differentiation, flow cytometry. calls only at 10 µM. 360,000 tested, 1% active. AID 624256;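 active means normalized GFP-positive differentiation at or above the plate's own cutoff, the solvent-only control mean plus 3 SD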;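 further: cells exposed to compound for four days before flow analysis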
# M1AAP inhibition – malaria alanyl aminopeptidase activity blockers – biochemical, fluorogenic H-Leu-NHMec substrate, 1536-well (AID 1445) | recombinant M1AAP, H-Leu-NHMec fluorogenic kinetic assay; higher % means a stronger effect | 220,000 tested, 0.42% active | inhibition, % at 30 µM, or IC50 in µM where a hit was titrated;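 active means primary inhibition above the hit cutoff, then over 50% inhibition at one or more dose response concentrations, cut at about 23% in these data, passing the limit was not always enough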;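 further: plate controls were DMSO full reaction for no effect and no enzyme background for full effect; strong numbers were not always called active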
# TNAP activators – human TNAP enzyme activators, primary screen, biochemical, luminescent, no phosphate acceptor, uHTS (AID 1001) | purified TNAP, luminescent activation assay, no phosphate acceptor; higher activation fold means a stronger effect | activation fold at 20 µM; hits with a dose series show EC50 in µM | 200,000 tested, 0.03% active; in the data active means activation fold from about 3, or a potency from the dose series; inactive means the rest, 99 in 100 with activation fold below about 1.6; further: many of its hits are not listed in these tables
# human PMI inhibitors – human PMI inhibitors, high substrate, primary screen, biochemical, fluorescence intensity, high mannose 6-phosphate (AID 1220); inhibition, % at 20 µM; hits with a dose series show IC50 in µM; 190,000 tested, 0.66% active; recombinant PMI enzyme, coupled fluorescence intensity; higher % means a stronger effect
# WT yeast gro inh – growth inhibition of WT yeast, mitochondrial fusion screen; mitochondrial fusion phenotypic screen, WT strain; inhibition, % at 10 µM; 190,000 tested, 2.1% active; AID 1362; in the data active means inhibition above about 58%; tested in S. cerevisiae
# PMI inhibitors – MPI enzyme activity inhibition – biochemical, fluorescence intensity, coupled assay, primary screen (AID 1209); purified PMI enzyme, coupled fluorescence intensity; higher % means a stronger effect; inhibition, % at 20 µM; hits with a dose series show IC50 in µM; 190,000 tested, 0.42% active;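 further: plate controls were DMSO vehicle for no effect and wells lacking substrate for full effect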
# K1F lysis inhibition – protection from phage-mediated lysis, alamar blue read-out – E. coli UTI89, K1F phage, bacterial capsule biogenesis inhibitors (AID 488966). inhibition, % at 100 µM; hits with a dose series show IC50 in µM. E. coli UTI89 K1F phage lysis, alamar blue, 2 h; higher % means a stronger effect. 340,000 tested, 0.02% active;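 active means phage lysis inhibition, versus mean bacterial control, above a set limit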;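 further: capsule biogenesis inhibitors block K1F phage lysis so surviving cells raise fluorescence; higher fluorescence means more inhibition of phage lysis; actives were called in the ten point dose series up to 300 µM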
# CSM14.1 death rescue – rescue of cells from ER stress-induced death, primary screen, 384-well, CSM14.1, thapsigargin, ATP luminescence (AID 1222); 190,000 tested, under 10 active; one-dose cellular ATP content (survival), % at 20 µM; EC50 in µM for titrated hits; CSM14.1 thapsigargin-induced death rescue, ATP luminescence; higher % means a stronger effect;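 active means EC50 below 50 µM in the dose-response confirmation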;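 further: death triggered by thapsigargin at about 15 µM added after 2 h compound pretreatment; cell ATP read after overnight thapsigargin exposure of roughly 18 to 22 hours; normalized against plate controls of thapsigargin alone and 5% DMSO vehicle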
# Hep lipid drop – modulators of hepatic lipid droplet formation; 240,000 tested, 0.4% active; AML12 mouse hepatocytes, oleate lipid droplets, BODIPY imaging; inhibition, % at 6.5 µM;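 active means lipid droplet intensity inhibited by at least 50%, with more than 500 cells counted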
#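 Technique: fluorescence imaging, 20x objective, two fields per well / Assay system: AML12 hepatocytes (mouse) / Measure: % inhibition of lipid droplet signal / Doses: 6.5 µM single-point dosing / Incubation: overnight exposure / Reagent: 100 µM oleic acid challenge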
# WT yeast gro inh mutant strain – also measured in WT yeast gro inh; calls as there; inhibition, %; mitochondrial fusion phenotypic screen, mutant strain inhibition
# Hep lipid drop cells 6.5 µM – second read-out of Hep lipid drop, no call of its own (marks repeat the call); cell count; measured here: cell count, cytotoxicity flag;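 cells counted across two imaged fields per well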
# Myeloid diff MLP GFP+ MAC1+ % – also measured in Myeloid diff MLP; calls as there; GFP+ MAC1+ double positive, %; measured here: differentiation confirmed by MAC1 staining
# Active calls of the source: *; i = inactive; . = no result given; [ ] = remark or other dose. Unless noted, no stated cut-off is given here; in the data, active means inhibition above about 50%; inactive means the rest. Rows were taken by chance. Share with any hit: about 4.6%.
SMILES	CSM14.1 death rescue	TNAP activators	M1AAP inhibition	WT yeast gro inh	PMI inhibitors	Hep lipid drop cells 6.5 µM	Hep lipid drop	WT yeast gro inh mutant strain	human PMI inhibitors	K1F lysis inhibition	Myeloid diff MLP	Myeloid diff MLP GFP+ MAC1+ %
COc1ccc(OC)c(NC(=O)c2ccc(NS(=O)(=O)c3c(C)noc3C)cc2)c1	-0.1%	1.1	5%	-10	7%	.	.	12	9%	-0.7%	i	2.1
COc1ccc(C=O)cc1Cn1c(C)cc(C)c(C#N)c1=O	5.2%	1	1%	1	-20%	728	-9	0	-3%	0.0%	i	0.5
c1ccc(CN(Cc2ccccc2)c2nn[nH]n2)cc1	-1.4%	1.1	1%	-11	-23%	660	-15	-20	-10%	0.3%	i	0.1
CCCn1c(=N)n(CC(=O)c2ccco2)c2ccccc21	-0.5%	1.1	3%	-1	11%	.	.	11	11%	2.8%	i	2.4
O=C(Oc1cccc(NC2=NS(=O)(=O)c3ccccc32)c1)c1ccncc1	0.5%	1.2	9%	-7	0%	709	10	-3	9%	-0.4%	i	0.3
CC(=O)[C@H]1[C@H](c2cccc(Cl)c2)C(C#N)(C#N)[C@@H]2c3ccccc3C=CN21	-0.6%	1.3	7%	-21	18%	478	-16	2	46%	.	.	.
CC(C)c1nc(SCC(=O)Nc2ccc(N(C)C)cc2)c2ccccc2n1	2.2%	1.2	5%	2	2%	668	5	-11	3%	-0.2%	i	1.0
O=C(C1CCCO1)N1CCN(c2ncccn2)CC1 (stereo unspecified)	5.0%	1.1	-3%	4	2%	755	1	-10	0%	0.9%	i	0.8
Cn1ccnc1Sc1ccc(/C=N/NC(=O)c2ccccc2O)cc1[N+](=O)[O-]	-0.3%	1.2	14%	-8	14%	527	-8	-14	8%	9.5%	i	0.5
Cc1ccc(-n2nnnc2SCC(=O)NC(=O)Nc2ccc3c(c2)OCCO3)cc1	2.6%	1	4%	-1	-14%	.	.	12	5%	4.6%	i	2.1
O=C(NC(=S)Nc1ccc(Cc2ccncc2)cc1)c1ccc(F)cc1	2.7%	0.9	10%	2	13%	718	1	16	4%	0.6%	i	0.4
Cn1c(SCC(=O)NNC(=O)Nc2ccccc2)nnc1-c1ccccc1	.	.	0%	.	.	704	7	.	.	-0.3%	i	0.8
O=C(Cn1c(=O)oc2cc(S(=O)(=O)N3CCCC3)ccc21)N1CCN(c2ccccn2)CC1	.	1.1	0%	-2	10%	604	-4	-14	12%	0.4%	i	2.1
NC(=O)COc1ccccc1/C=C1/SC(=O)N(CC(=O)N2CCc3ccccc3C2)C1=O	2.0%	1	8%	-11	7%	.	.	-18	5%	4.9%	i	3.1
COc1ccc(S(=O)(=O)Nc2ccc(C)cc2)cc1N(C)S(=O)(=O)c1ccc(Cl)cc1	-2.0%	1.1	9%	40	18%	.	.	-1	11%	0.2%	.	.
Cc1ccc(C(=O)O/N=C(\N)c2ccc(Br)cc2)cc1	-0.2%	1.1	2%	17	10%	820	-17	17	4%	0.0%	i	0.8
O=C(CCCOc1ccc(Cl)cc1Cl)n1nnc2ccccc21	-0.7%	1.1	-3%	11	-1%	739	-11	6	-2%	-0.2%	i	6.3
OCCNCCOc1ccccc1-c1ccccc1	-2.0%	1.1	1%	-8	4%	724	-1	-4	1%	5.1%	i	0.0
COc1ccccc1OCCOCCOc1ccc(C)cc1[N+](=O)[O-]	-0.3%	1.2	8%	5	-12%	658	1	-8	-6%	5.5%	i	0.3
C[C@@H]1C=C(C(=O)NCc2ccccc2)O[C@H](OCc2ccc(CO)cc2)C1	-0.4%	1.1	0%	-1	8%	698	-17	7	8%	-0.8%	i	2.4
CCOc1ccc(NC(=O)C2CCCN2C(=O)OCc2ccccc2)cc1 (stereo unspecified)	.	1.1	4%	-3	-2%	667	-15	2	-5%	0.5%	i	0.0
Cn1nccc1NS(=O)(=O)c1ccc(C(C)(C)C)cc1	.	.	1%	.	.	805	2	.	.	0.5%	i	0.6
Cc1nc2n(n1)CC(O)CS2 (stereo unspecified)	-0.6%	1	3%	0	-9%	.	.	5	-2%	1.2%	i	1.9
O=C(COc1ccc(Br)cc1CO)Nc1ccccc1	-1.3%	1.1	9%	-16	0%	.	.	-3	10%	0.0%	i	1.9
CCOC(=O)c1[nH]c(C)c(C(=O)OCCN2C(=O)c3ccccc3C2=O)c1C	1.4%	1	2%	-3	-8%	.	.	-16	5%	1.8%	i	2.3
COc1cc(/C=C/C(=O)OCC(=O)NC(=O)NC(C)C)ccc1OCC#N	0.0%	1.1	10%	-6	-7%	624	-16	-4	-5%	1.2%[50 µM]	i	0.5
COC(=O)c1sc2ncccc2c1OCc1cccc(Cl)c1	0.2%	1	0%	17	17%	.	.	-3	12%	-0.3%	i	0.9
CC1=C(C(=O)OCc2ccccc2)C(c2ccsc2)C(C#N)=C(N)O1 (stereo unspecified)	0.9%	1	2%	7	16%	684	-13	3	19%	-0.7%	i	0.5
CN/C=C1\C(=O)C(C)(C)Oc2ccc3ccc(=O)oc3c21	-2.2%	1.2	10%	2	15%	687	13	11	18%	0.0%	i	0.9
N#Cc1ccc(-c2nnnn2-c2ccc3c(c2)OCO3)cc1	-0.4%	1	8%	12	10%	.	.	29	13%	1.4%	i	0.8
O=C(c1ccc(Cl)cc1)C1CCCN(Cc2cccn2-c2ccccn2)C1 (stereo unspecified)	-1.9%	1.1	8%	8	2%	693	-48	14	-3%	0.3%	i	0.2
CN(C)C(=O)C12CCC(C)(C(=O)C1Br)C2(C)C (stereo unspecified)	.	.	-1%	.	.	684	-5	.	.	0.1%	i	0.5
Oc1cccc(NC(=S)N=Nc2c(O)[nH]c3ccc(Br)cc23)c1	.	.	12%	.	.	692	1	.	.	-0.2%[50 µM]	i	0.3
CCCn1c(=O)c2[nH]c(C3CCCC3)nc2n(CCC)c1=O	-1.5%	1	-3%	5	3%	695	1	-11	-1%	6.9%	i	2.4
Cc1nn(-c2ccccn2)c2c1C(c1ccsc1)C1=C(CCCC1=O)N2 (stereo unspecified)	-1.2%	1	22%	16	3%	735	0	14	5%	-0.5%	i	0.6
Cc1cnccc1CN(C)C(=O)CC1C(=O)NCCN1CC1CCCCC1 (stereo unspecified)	2.0%	1	2%	-15	.	720	4	-9	.	-0.6%	i	0.1
Cc1cc(=O)[nH]c(SCC(=O)/C=C2\N(C)c3ccccc3C2(C)C)n1	0.0%	1.2	10%	16	-6%	565	-7	-17	-7%	0.5%[50 µM]	i	1.9
COCCNS(=O)(=O)c1ccc2c(c1)C(=NO)c1cc(S(=O)(=O)NCCOC)ccc1-2	.	.	3%	.	.	731	1	.	.	0.0%	i	0.6
Cc1cc(/C=N/NC(=O)c2ccncc2)c(C)n1-c1cccc(C(F)(F)F)c1	.	.	3%	.	.	741	25	.	.	-1.7%	i	0.3
CCOc1ccc(-c2ccc(SCC(=O)N3CCOCC3)nn2)cc1	-4.2%	1.1	0%	-14	-2%	687	4	-6	-2%	-0.2%	i	0.4
COC(=O)C1CCCN1S(=O)(=O)c1ccc2ccccc2c1 (stereo unspecified)	4.5%	1.1	-7%	-7	-6%	.	.	-5	-5%	-0.2%	i	1.0
CN1CCN(NC(=O)c2cc(S(=O)(=O)N3CCOCC3)c(Cl)cc2Cl)CC1	-2.5%	1.1	-5%	2	3%	728	28	14	-13%	3.1%	i	0.5
COc1ccccc1/C=N/NC(=O)CNC(=O)c1ccccc1	.	.	1%	.	.	730	-3	.	.	0.2%[50 µM]	i	0.4
CCSc1nnc(N(CCC#N)CCC#N)s1	-0.4%	1.1	-2%	-3	4%	.	.	-3	0%	1.3%	i	2.0
Cc1nnc(NC(=O)CCSc2ccc(Cl)cc2)s1	0.3%	1.1	-2%	5	-8%	667	-5	3	2%	0.0%	i	0.2
CCOC(=O)c1sc(NC(=S)NC(=O)c2ccccc2)nc1C	-0.4%	0.7	18%	11	-7%	642	14	-12	-4%	-0.2%	i	0.7
Cc1ccc(CNC(=O)c2cn(C3CCCCC3)c(=O)c3c2c2ccccc2n3C)o1	2.6%	1.1	4%	-1	-2%	726	-16	4	-10%	3.6%	i	1.0
Cc1cc(C)nc(SCc2ccc(C(=O)O)o2)n1	-1.6%	1.1	4%	-14	-1%	785	9	-1	-12%	0.7%	i	0.6
C/C(Cl)=C/CN1C(=O)C2C3C=CC(C3)C2C1=O (stereo unspecified)	-1.3%	1.1	-1%	-22	0%	710	-1	0	-2%	0.4%	i	1.2

# Gathered by group, the entries above with an aryl methoxy group
SMILES	CSM14.1 death rescue	TNAP activators	M1AAP inhibition	WT yeast gro inh	PMI inhibitors	Hep lipid drop cells 6.5 µM	Hep lipid drop	WT yeast gro inh mutant strain	human PMI inhibitors	K1F lysis inhibition	Myeloid diff MLP	Myeloid diff MLP GFP+ MAC1+ %
COc1ccc(OC)c(NC(=O)c2ccc(NS(=O)(=O)c3c(C)noc3C)cc2)c1	-0.1%	1.1	5%	-10	7%	.	.	12	9%	-0.7%	i	2.1
COc1ccc(C=O)cc1Cn1c(C)cc(C)c(C#N)c1=O	5.2%	1	1%	1	-20%	728	-9	0	-3%	0.0%	i	0.5
COc1ccc(S(=O)(=O)Nc2ccc(C)cc2)cc1N(C)S(=O)(=O)c1ccc(Cl)cc1	-2.0%	1.1	9%	40	18%	.	.	-1	11%	0.2%	.	.
COc1ccccc1OCCOCCOc1ccc(C)cc1[N+](=O)[O-]	-0.3%	1.2	8%	5	-12%	658	1	-8	-6%	5.5%	i	0.3
COc1cc(/C=C/C(=O)OCC(=O)NC(=O)NC(C)C)ccc1OCC#N	0.0%	1.1	10%	-6	-7%	624	-16	-4	-5%	1.2%[50 µM]	i	0.5
COc1ccccc1/C=N/NC(=O)CNC(=O)c1ccccc1	.	.	1%	.	.	730	-3	.	.	0.2%[50 µM]	i	0.4
